EPAC1 ag = qHTS for Agonist of cAMP-regulated guanine nucleotide exchange factor 3 (EPAC1): primary screen. Rap guanine nucleotide exchange factor 3 (Homo sapiens), O95398. EPAC1 agonist qHTS, biochemical assay; response scale: 100% = response to 6.5 mM cAMP. Potency, µM (top dose mostly 154 µM), without a hit: top-dose activation, actives largely listed as activators. actives 0.073% (n = 360,000). AID 720707, 2013; further: potency means the concentration at half of the fitted maximal effect; nearly all actives have a fitted effect of over 60% in size
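Normalized to 6.5 mM cAMP, activity reflects EPAC1-catalysed release of BODIPY-GDP from Rap1B, followed kinetically over 30 min at 480 nm excitation, 540 nm emission. Reaction contained 100 nM EPAC1, 250 nM Rap1B-BODIPY-GDP, 50 uM GDP.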
PLK1 PBD inh = qHTS for Inhibitors of PLK1-PDB (polo-like kinase 1 - polo-box domain): Primary Screen. Serine/threonine-protein kinase PLK1 (Homo sapiens), P53350. Plk1 PBD binding of FITC phosphopeptide, fluorescence polarization. Potency, µM, inactives show max response, negative = inhibition, most hits filed as inhibitors. actives 2.8% (n = 360,000); further: potency means the concentration at half of the fitted maximal effect; series mostly up to about 57 µM; on the % scale 0 is the no-effect control and ±100 the full control effect; nearly all actives have a fitted effect of over 65% in size
Target sequence (P53350 whole entry, looked up, the tested form may be a part): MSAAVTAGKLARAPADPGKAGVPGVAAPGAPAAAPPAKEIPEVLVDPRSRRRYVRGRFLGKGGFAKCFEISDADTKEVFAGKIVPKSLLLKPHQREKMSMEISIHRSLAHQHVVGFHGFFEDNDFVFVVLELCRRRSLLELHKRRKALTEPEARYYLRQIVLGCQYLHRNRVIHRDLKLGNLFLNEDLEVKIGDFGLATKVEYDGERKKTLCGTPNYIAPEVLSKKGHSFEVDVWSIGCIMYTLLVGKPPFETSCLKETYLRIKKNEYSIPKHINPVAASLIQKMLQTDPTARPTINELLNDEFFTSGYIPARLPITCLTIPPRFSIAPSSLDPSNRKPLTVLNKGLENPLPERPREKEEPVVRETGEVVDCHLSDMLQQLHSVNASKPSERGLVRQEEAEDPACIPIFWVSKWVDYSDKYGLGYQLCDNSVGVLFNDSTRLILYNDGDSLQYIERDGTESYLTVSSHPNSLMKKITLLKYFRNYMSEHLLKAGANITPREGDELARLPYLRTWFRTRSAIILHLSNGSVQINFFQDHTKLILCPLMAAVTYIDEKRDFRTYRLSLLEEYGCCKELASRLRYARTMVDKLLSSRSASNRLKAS
WRN helicase inh = qHTS for Inhibitors of WRN Helicase; Bifunctional 3'-5' exonuclease/ATP-dependent helicase WRN (Homo sapiens), Q14191; WRN helicase unwinding, fluorescent forked duplex, kinetic; Potency, µM (series often up to 114 µM), for the others: top-dose activity change, negative = inhibition, actives largely listed as inhibitors; actives 0.46% (n = 360,000); further: potency means the concentration at half of the fitted maximal effect; on the % scale 0 is the no-effect control and ±100 the full control effect; nearly all actives have a fitted effect of over 55% in size
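WRN at 20 nM final was preincubated with compound for 15 min at room temperature; reaction started with 100 nM forked duplex oligonucleotide carrying fluorophore and quencher plus 2 mM ATP (final). Unwinding followed kinetically by red fluorescence (ex 525/em 598 nm).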
EPAC2 antagonist = qHTS for Antagonist of cAMP-regulated guanine nucleotide exchange factor 2 (EPAC2): primary screen. Rap guanine nucleotide exchange factor 4 (Homo sapiens), Q8WZA2. EPAC2 GEF exchange of Rap1B-BODIPY-GDP, fluorescence. Potency, µM (top dose mostly 114 µM), inactives show top-dose activity, negative = inhibition, most hits filed as inhibitors. actives 0.18% (n = 360,000). AID 720708, 2013; further: potency means the concentration at half of the fitted maximal effect; on the % scale 0 is the no-effect control and ±100 the full control effect; nearly all actives have a fitted effect of over 45% in size; many of its hits are not listed in these tables
CCT chaperon mod = High-Throughput Screening for Modulators of Cytosolic Chaperonin Activity; activity change, % (concentration not given with the values), hits read low; purified chaperonin ATPase assay, HTRF ADP detection, 30 min; actives 0.3% (n = 360,000); in the data active means activity change below about -30%; further: on the % scale 0 is the no-effect control and ±100 the full control effect
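TRiC (40 or 20 nM final, by batch activity) in 30 mM Tris pH 7.4, 100 mM KCl, 5 mM MgCl2, 1 mM DTT was treated with compound at 76 uM single dose, then 10 uM ATP, 30 min at 37 °C. ADP was read by HTRF Transcreener.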
PI5P4K alpha inh = qHTS for Inhibitors of phosphatidylinositol 5-phosphate 4-kinase (PI5P4K). Phosphatidylinositol 5-phosphate 4-kinase type-2 alpha (Homo sapiens), P48426. PI5P4Kalpha enzyme, ADP-Glo luminescence, 60 min; active compounds read low. max response, %. actives 1.2% (n = 330,000); active means max response of -50% or lower; inconclusive means between -30% and -50%; inactive means -30% or higher; further: value at the top dose of about 77 µM; on the % scale 0 is the no-effect control and ±100 the full control effect
Target sequence (P48426 whole entry, looked up): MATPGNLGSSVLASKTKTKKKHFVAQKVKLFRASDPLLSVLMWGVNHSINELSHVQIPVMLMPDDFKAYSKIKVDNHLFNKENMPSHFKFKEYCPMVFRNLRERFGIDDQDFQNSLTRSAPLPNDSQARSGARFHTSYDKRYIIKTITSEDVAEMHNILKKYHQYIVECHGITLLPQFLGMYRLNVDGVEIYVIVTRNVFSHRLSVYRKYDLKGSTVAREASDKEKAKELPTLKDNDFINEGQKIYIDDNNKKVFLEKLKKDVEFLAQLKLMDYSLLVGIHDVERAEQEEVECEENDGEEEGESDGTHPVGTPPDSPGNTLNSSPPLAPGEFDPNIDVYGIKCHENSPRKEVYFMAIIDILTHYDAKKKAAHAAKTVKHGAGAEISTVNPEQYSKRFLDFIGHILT
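Quantitative HTS of the MLSMR library against PI5P4Kalpha with substrate. ATP added last at 5 microM final; room temperature, 60 minutes. Remaining ATP depleted, ADP converted and read as luminescence.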
EPAC1 antag = qHTS for Antagonist of cAMP-regulated guanine nucleotide exchange factor 3 (EPAC1): primary screen; Potency, µM (doses to about 115 µM), for the others: top-dose activity change, negative = inhibition, most hits filed as inhibitors; Rap guanine nucleotide exchange factor 3 (Homo sapiens), O95398; AID 720709, 2013; EPAC1 GEF assay, Rap1b-BODIPY-GDP exchange fluorescence; actives 0.14% (n = 360,000);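 further: potency means the concentration at half of the fitted maximal effect; plate controls were vehicle for no effect and positive control for full effect; nearly all actives have a fitted effect of over 50% in size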
Mm-Cpn inhibitor = Inhibitors of TCP-1 ring complex (TRiC) of Methanococcus maripaludis (MmCpn): qHTS; Chaperonin Mm-Cpn (Methanococcus maripaludis); purified Mm-Cpn ATPase, ADP Transcreener TR-FRET; actives 0.031% (n = 330,000); Potency, µM (titrated, usually from 76.9 µM), for the others: at the highest dose activity, negative = inhibition, hits mostly inhibitors; further: potency means the concentration at half of the fitted maximal effect; on the % scale 0 is the no-effect control and ±100 the full control effect; nearly all actives have a fitted effect of over 80% in size
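25 nM Mm-CPN + cpd, 10 min 37°C; + 10 uM ATP, 30 min 37°C; buffer 30 mM Tris pH 7.4, 100 mM KCl, 5 mM MgCl2, 1 mM DTT; Transcreener ADP HTRF detection 30 min RT.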
* = called active by the depositor. Unless noted, the call rests on the fitted dose curve; in most records, active means well fitted curve in the direction sought with a large enough effect; inconclusive means small, poorly fitted or top-dose-only effect, or another doubt; inactive means no such curve, though single readings can be large; an effect the other way counts as inactive or inconclusive.

What do the screens show for `COc1cc2c(cc1OC)CN(CCC(C)c1ccc(Cl)cc1)CC2` (configuration not stated)?
EPAC1 ag: 3.4%; PLK1 PBD inh: 4.8%; WRN helicase inh: 5.3%; EPAC2 antagonist: -0.8%; CCT chaperon mod: -0.4; PI5P4K alpha inh: 3.9; EPAC1 antag: -10.4%

Results for CCOc1ccc(NC(=O)c2ccccn2)cc1 ?
EPAC1 ag: 8.5%; PLK1 PBD inh: -15.7%; WRN helicase inh: 0.5%; EPAC2 antagonist: -6.4%; CCT chaperon mod: -5.4; PI5P4K alpha inh: -10.5; EPAC1 antag: 0.0%; Mm-Cpn inhibitor: 0.4%

What do the screens show for `COc1ccccc1N1CCN(c2cnccn2)CC1`?
EPAC1 ag: 12.1%; PLK1 PBD inh: -6.2%; WRN helicase inh: -2.5%; EPAC2 antagonist: -2.9%; CCT chaperon mod: -1.2; PI5P4K alpha inh: 1.3; EPAC1 antag: 0.4%; Mm-Cpn inhibitor: 2.8%

How did CCCCOc1ccc(S(=O)(=O)NC(=O)C2(C)CCN2C(=O)CCc2ccccc2)cc1 (configuration not stated) do in these assays?
EPAC1 ag: -4.8%; PLK1 PBD inh: 2.3%; WRN helicase inh: 2.0%; EPAC2 antagonist: 9.2%; CCT chaperon mod: -2.3; PI5P4K alpha inh: -53.3*; EPAC1 antag: -3.8%

What do the screens show for `COc1ccc(NC(=O)c2ccc(-n3cnnn3)cc2)c([N+](=O)[O-])c1`?
EPAC1 ag: -0.7%; PLK1 PBD inh: 9.1%; WRN helicase inh: -4.7%; EPAC2 antagonist: inconclusive; CCT chaperon mod: -0.2; PI5P4K alpha inh: 0.6; EPAC1 antag: -0.2%; Mm-Cpn inhibitor: 1.4%

Results for Cc1ccccc1NC(=O)c1nn(C)c2c1CS(=O)(=O)c1ccccc1-2 ?
EPAC1 ag: -7.3%; PLK1 PBD inh: -4.0%; WRN helicase inh: -0.8%; EPAC2 antagonist: 2.4%; CCT chaperon mod: 0.1; PI5P4K alpha inh: -0.4; EPAC1 antag: -15.6%; Mm-Cpn inhibitor: -3.9%

How did O=c1c2[nH]cnc2n(-c2ccc(F)cc2)c(=O)n1Cc1ccccc1 do in these assays?
EPAC1 ag: -3.8%; PLK1 PBD inh: -7.6%; WRN helicase inh: -11.1%; EPAC2 antagonist: -2.0%; CCT chaperon mod: -0.2; PI5P4K alpha inh: 1.9; EPAC1 antag: 0.2%; Mm-Cpn inhibitor: 0.0%

Results for COCCN(C(=O)COC(=O)/C=C/c1ccc(C)o1)c1c(N)n(Cc2ccccc2)c(=O)[nH]c1=O ?
EPAC1 ag: -8.1%; PLK1 PBD inh: -3.2%; WRN helicase inh: -1.2%; EPAC2 antagonist: -14.7%; CCT chaperon mod: 0.7; PI5P4K alpha inh: 1.4; EPAC1 antag: -10.1%; Mm-Cpn inhibitor: 1.3%

Results for Cc1cccc(CS(=O)(=O)Cc2ccc(C(=O)NCC3CCCO3)o2)c1 (configuration not stated) ?
EPAC1 ag: -3.0%; PLK1 PBD inh: -0.9%; WRN helicase inh: -6.0%; EPAC2 antagonist: -2.1%; CCT chaperon mod: 0.4; PI5P4K alpha inh: 4.1; EPAC1 antag: -0.1%; Mm-Cpn inhibitor: 0.1%

What do the screens show for `CN1CCN(CC#CCC(O)(c2ccccc2)C2CCCC2)CC1` (configuration not stated)?
EPAC1 ag: 2.2%; PLK1 PBD inh: -11.3%; WRN helicase inh: 1.2%; EPAC2 antagonist: -3.5%; CCT chaperon mod: -6.9; PI5P4K alpha inh: -2.2; EPAC1 antag: 0.4%; Mm-Cpn inhibitor: -0.9%

What do the screens show for `O=C(CCc1nnc(CCCc2ccccc2)o1)NCC(F)(F)F`?
EPAC1 ag: 0.4%; PLK1 PBD inh: -7.1%; WRN helicase inh: 0.7%; EPAC2 antagonist: 7.8%; CCT chaperon mod: -3.6; PI5P4K alpha inh: -0.3; EPAC1 antag: 19.2%; Mm-Cpn inhibitor: -1.0%

Results for CCCc1nnc2n1N=C(c1ccc(C)cc1)CS2 ?
EPAC1 ag: 5.9%; PLK1 PBD inh: -4.8%; WRN helicase inh: -4.8%; EPAC2 antagonist: -2.7%; CCT chaperon mod: -0.5; PI5P4K alpha inh: -3.7; EPAC1 antag: -9.8%; Mm-Cpn inhibitor: -0.2%

What do the screens show for `C=CCOC(=O)C1=C[C@H](c2cn(C(C)=O)c3ccccc23)C[C@H](OCCCCO)O1`?
EPAC1 ag: 5.9%; PLK1 PBD inh: -4.0%; WRN helicase inh: -4.2%; EPAC2 antagonist: 8.3%; CCT chaperon mod: 0.9; PI5P4K alpha inh: -0.7; EPAC1 antag: -10.7%

What do the screens show for `O=C(NCc1ccccc1CN1CCCC1)c1cccc(S(=O)(=O)Nc2ccc(F)cc2)c1`?
EPAC1 ag: -0.1%; PLK1 PBD inh: -17.3%; WRN helicase inh: 2.1%; EPAC2 antagonist: -0.3%; CCT chaperon mod: 0.1; PI5P4K alpha inh: -4.1; EPAC1 antag: 1.6%; Mm-Cpn inhibitor: 1.3%

Results for C[N+](C)(C)CCN1C(=O)c2ccccc2C1=O ?
EPAC1 ag: -9.5%; PLK1 PBD inh: -2.0%; WRN helicase inh: 2.1%; EPAC2 antagonist: 2.4%; CCT chaperon mod: 1.6; PI5P4K alpha inh: 1.2; EPAC1 antag: 1.6%

What do the screens show for `N/C(=N\NC(=O)c1cccs1)c1cc2cc(Cl)ccc2oc1=O`?
EPAC1 ag: 1.1%; PLK1 PBD inh: 23.8µM*; WRN helicase inh: -10.8%; EPAC2 antagonist: 0.7%; CCT chaperon mod: -2.5; PI5P4K alpha inh: inconclusive; EPAC1 antag: -18.0%; Mm-Cpn inhibitor: 1.4%

What do the screens show for `CSc1nnc(NC(=O)c2ccc(S(=O)(=O)N3CCOCC3)cc2)s1`?
EPAC1 ag: -1.5%; PLK1 PBD inh: -17.1%; WRN helicase inh: -12.3%; EPAC2 antagonist: 19.3%; CCT chaperon mod: -1.1; PI5P4K alpha inh: -0.3; EPAC1 antag: 4.7%; Mm-Cpn inhibitor: -1.9%

How did O=C1CN(C(=O)COC(=O)c2ccc[n+]([O-])c2)c2ccccc2N1 do in these assays?
EPAC1 ag: -6.4%; PLK1 PBD inh: -6.0%; WRN helicase inh: -9.2%; EPAC2 antagonist: 1.2%; CCT chaperon mod: 0.9; PI5P4K alpha inh: 6.8; EPAC1 antag: -27.4%; Mm-Cpn inhibitor: -17.6%

How did COc1ccc(NC(=O)C[C@H]2C(=O)N(c3ccc(OC)cc3)C[C@@H]2c2ccc(Br)cc2)cc1 do in these assays?
EPAC1 ag: -14.2%; PLK1 PBD inh: -0.2%; WRN helicase inh: -0.5%; EPAC2 antagonist: 5.8%; CCT chaperon mod: 0.6; PI5P4K alpha inh: -21.1; EPAC1 antag: -17.2%

What do the screens show for `COc1ccc(OCC(=O)N(Cc2ccco2)C2CCS(=O)(=O)C2)cc1` (configuration not stated)?
EPAC1 ag: 5.4%; PLK1 PBD inh: -16.5%; WRN helicase inh: -25.9%; EPAC2 antagonist: 5.7%; CCT chaperon mod: -1.3; PI5P4K alpha inh: -0.1; EPAC1 antag: -4.3%; Mm-Cpn inhibitor: 2.4%

Results for CSCC(=O)NC1CCCN(C2Cc3ccccc3C2)C1 (configuration not stated) ?
EPAC1 ag: 18.7%; PLK1 PBD inh: -8.2%; WRN helicase inh: -3.4%; EPAC2 antagonist: 1.3%; CCT chaperon mod: 0.1; PI5P4K alpha inh: 2.1; EPAC1 antag: 14.3%; Mm-Cpn inhibitor: -0.3%

How did COc1cc(NC(=O)C2CCCN(c3ncccn3)C2)cc(OC)c1 (configuration not stated) do in these assays?
EPAC1 ag: 0.0%; PLK1 PBD inh: -3.9%; WRN helicase inh: 5.3%; EPAC2 antagonist: -3.9%; CCT chaperon mod: -1.7; PI5P4K alpha inh: -0.1; EPAC1 antag: 0.0%; Mm-Cpn inhibitor: -5.4%

What do the screens show for `CCCCNC(=O)C(NC(=O)c1cccnc1)C(=O)c1ccccc1` (configuration not stated)?
EPAC1 ag: -1.3%; PLK1 PBD inh: 4.8%; WRN helicase inh: 6.6%; EPAC2 antagonist: 20.3%; CCT chaperon mod: -1.7; PI5P4K alpha inh: -2.5; EPAC1 antag: -17.1%

Results for COc1ccccc1CNC(=O)COC(=O)c1cnc(C)cn1 ?
EPAC1 ag: -6.9%; PLK1 PBD inh: -4.4%; WRN helicase inh: 6.0%; EPAC2 antagonist: 9.1%; CCT chaperon mod: -1.7; PI5P4K alpha inh: -2.5; EPAC1 antag: 5.1%

What do the screens show for `Cc1ccc(C(=O)C(SC(C)(C)C)n2cncn2)cc1` (configuration not stated)?
EPAC1 ag: -8.6%; PLK1 PBD inh: -11.9%; WRN helicase inh: 2.2%; EPAC2 antagonist: -8.5%; CCT chaperon mod: -3.9; PI5P4K alpha inh: 2.6; EPAC1 antag: -4.2%; Mm-Cpn inhibitor: 2.0%

Results for CN(Cc1ccccc1)C(=O)c1cccc(NC(=O)Cc2ccc(NC(=O)C3CCCN(C(=O)C4CCCCC4)C3)cc2)c1 (configuration not stated) ?
EPAC1 ag: -7.3%; PLK1 PBD inh: -1.3%; WRN helicase inh: 4.5%; EPAC2 antagonist: 9.2%; CCT chaperon mod: 0.1; PI5P4K alpha inh: -2.2; EPAC1 antag: 7.5%

From PubChem

Only part of the results is shown (hit frequency here may not be typical).
